# TRHR ag: agonists of human TRH receptor. P34981. TRHR cells, calcium flux fluo-8, FDSS agonist mode. activation, % at 2 µM. hit rate 0.18% among 360,000. AID 493084; also: 0% is about no effect
# Target sequence (P34981 whole entry, looked up): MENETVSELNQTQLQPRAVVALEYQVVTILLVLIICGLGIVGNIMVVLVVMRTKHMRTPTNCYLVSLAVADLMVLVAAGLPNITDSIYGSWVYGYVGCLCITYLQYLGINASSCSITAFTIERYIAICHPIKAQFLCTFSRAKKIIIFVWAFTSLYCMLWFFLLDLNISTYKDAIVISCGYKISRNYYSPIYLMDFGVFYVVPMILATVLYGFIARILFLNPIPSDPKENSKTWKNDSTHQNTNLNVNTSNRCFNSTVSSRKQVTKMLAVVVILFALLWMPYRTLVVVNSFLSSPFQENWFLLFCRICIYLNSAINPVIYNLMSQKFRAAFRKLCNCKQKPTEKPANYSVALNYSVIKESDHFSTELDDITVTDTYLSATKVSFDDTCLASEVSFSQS
#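 TRHR-expressing cells loaded with fluo-8 calcium dye; 23 nL library compound pin-transferred, kinetic FDSS fluorescence (Ex 480/Em 530) recorded about 180 s for agonist-induced calcium release, before a 10 nM TRH EC20 addition for potentiator mode.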
# D1 PAM: human D1 dopamine receptor positive modulation | P21728 | HEK293 TREx D1 cells, calcium flux, dopamine EC20 potentiation | potentiation, % at 10 µM | hit rate 0.036% among 360,000; in the data active = potentiation above about 30%; also: 0% is about no effect
# TRHR enhancer: allosteric enhancers of human TRH receptor. TRHR cells, fluo-8 calcium fluorescence, EC20 TRH enhancement. hit rate 0.66% among 360,000. enhancement, % at 2 µM; in the data active = enhancement above about 30%; also: 0% is about no effect
#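 TRHR-expressing cells loaded with fluo-8 calcium dye were read kinetically (ex 480/em 530) during compound addition, then stimulated with an EC20 of TRH (10 nM final). Enhancement of the Gq-mediated intracellular calcium response was scored.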
# D2 antag: antagonists of human D2 dopamine receptor; inhibition, % at 10 µM; hit rate 2% among 340,000; AID 485344; P14416; HEK293 TREx D2 cells, calcium flux, dopamine EC80; in the data active = inhibition above about 30%; also: 0% is about no effect
# Target sequence (P14416 whole entry, looked up): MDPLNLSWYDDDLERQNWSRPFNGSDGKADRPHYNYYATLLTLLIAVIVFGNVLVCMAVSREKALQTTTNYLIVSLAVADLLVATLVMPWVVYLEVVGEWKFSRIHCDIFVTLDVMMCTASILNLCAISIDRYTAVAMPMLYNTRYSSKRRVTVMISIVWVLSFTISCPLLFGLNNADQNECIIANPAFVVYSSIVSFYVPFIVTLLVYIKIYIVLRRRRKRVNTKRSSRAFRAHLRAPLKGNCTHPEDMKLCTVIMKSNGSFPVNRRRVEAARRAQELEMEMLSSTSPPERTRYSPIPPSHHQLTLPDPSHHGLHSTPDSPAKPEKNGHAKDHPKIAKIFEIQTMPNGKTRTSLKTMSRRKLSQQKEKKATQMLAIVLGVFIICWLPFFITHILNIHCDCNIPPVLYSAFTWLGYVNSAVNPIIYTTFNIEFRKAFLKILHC
#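 Dopamine at EC80 is the agonist stimulus; test compounds precede it by 180 s. Calcium flux read kinetically in a force-coupled, inducible HEK293 T-REx D2 cell line.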
# D1 antag: blocks dopamine activation of the human D1 receptor. P21728. AID 504652. hit rate 3.2% among 360,000. HEK293 TREx D1 cells, calcium flux, dopamine EC80; hits give low values. activity change, negative = inhibition, % at 10 µM; in the data active = activity change below about -30%; also: % is scaled to controls: 0 for no effect and ±100 for the full control effect
#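 After overnight tetracycline induction at 30 C, force-coupled D1 HEK293 cells took up a no-wash calcium dye at room temperature. Compounds were added and monitored 180 s, and the response to EC80 dopamine was then recorded.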
# RXFP1 antag: antagonists of human relaxin receptor RXFP1 | activity change, negative = inhibition, % at 57.5 µM | AID 1259400 | hit rate 0.59% among 350,000 | HEK293-RXFP1, relaxin-stimulated cAMP HTRF, 30 min; hits give low values;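 active = activity change of -60% or lower, but not beyond a set lower limit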; also: % is scaled to controls: 0 for no effect and ±100 for the full control effect
# D2 potentiator: positively modulates the human D2 dopamine receptor allosterically; P14416; HEK293 T-REx D2, calcium flux, EC20 dopamine potentiation; potentiation, % at 10 µM; hit rate 0.34% among 340,000; AID 485347;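 active = potentiation over 3 SD above the plate norm, cut at about 30% in these data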; also: 0% is about no effect
#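 Using a no-wash calcium dye in inducible, force-coupled HEK293 Trex cells expressing D2, we tracked fluorescence each second for 180 s after compound, then for 180 s after EC20 dopamine to detect augmented signalling.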
# D2 ag: agonists of human D2 dopamine receptor; P14416; HEK293 T-REx D2 cells, calcium flux agonist mode; activation, % at 2 µM; hit rate 0.53% among 340,000;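 active = activation over 3 SD above normal in the single-dose calcium agonist read, cut at about 30% in these data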; also: 0% is about no effect
#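 Tetracycline-induced HEK293 Trex cells with D2 receptor force-coupled to calcium signaling, plated overnight at 30 C and loaded with no-wash calcium dye. Calcium flux read kinetically for 180 s after compound addition; responses flag agonists.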
# D1 ag: human D1 receptor agonism; activation, % at 2 µM; HEK293 T-REx D1 cells, calcium flux, agonist mode; hit rate 1% among 360,000; P21728; also: 0% is about no effect
#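 Tetracycline-induced HEK293 TREx D1 cells, force-coupled to calcium signalling, were dye-loaded with a no-wash calcium kit. Compound was pin-added after a 10 s baseline. Fluorescence was read kinetically at 1 cycle/s for 180 s, with calcium rises flagged as agonism.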
# * marks the source's active call; other numbers are inactive results; . = not tested or not shown. Rule as the data show it, unless noted: active = activation above about 30%; inactive = the rest.
SMILES,TRHR ag,D1 PAM,TRHR enhancer,D2 antag,D1 antag,RXFP1 antag,D2 potentiator,D2 ag,D1 ag
CN(Cc1cnccn1)Cc1ccccc1OCC(O)CN1CCc2ccccc2C1 (stereo not drawn),0.8,-10,-6,-20,-9,-11,5,0.7,4
CC(CN1CCCC1)OC(=O)c1ccc(Br)cc1 (stereo not drawn),-0.1,-5,-6,24,-1,-1,-9,0.8,1
O=c1oc2ccc(Cl)cc2cc1-c1cn2c(n1)sc1ccccc12,0.2,1,0,.,21,0,5,-0.8,2
O=C(O)c1ccc(/C=N/NC(=O)c2cc3c(ccc4ccccc43)o2)cc1,0.3,7,2,-11,-7,-20,4,1.5,5
N#Cc1cccc(NC(=O)CCNC(=O)c2ccccc2Cl)c1,0.0,-4,-2,.,-29,12,.,.,2
Cc1nn(-c2ccccc2)c2c1C(=O)N(Cc1ccccc1)C(=O)C(C)(C)C2,-0.4,-2,-4,-3,-19,-10,-8,-0.8,0
CCOC(=O)NC(=O)/C(C#N)=C\Nc1ccc(Cl)cc1Cl,0.2,-6,-3,7,-14,9,-2,0.0,4
CC1(C)CC(=O)c2cc(-c3nc(-c4ccc(F)cc4)cs3)c(=O)[nH]c2C1,1.1,1,-2,.,-2,-8,14,0.3,1
CN(C(=O)c1cn2ccccc2n1)c1c(N)n(Cc2ccccc2)c(=O)[nH]c1=O,0.0,-6,6,-10,0,-1,19,0.9,1
COc1ccc(NS(=O)(=O)c2cc(NC(=O)/C=C/c3cc(OC)c(OC)c(OC)c3)ccc2N2CCCCC2)cc1,0.5,6,-1,-6,2,-11,-3,1.6,3
Cc1ccc(NC(=O)COC(=O)c2c(C)nn(-c3ccccc3)c2C)cc1,-0.1,.,-6,14,-15,4,-8,-2.2,8
Cc1ccc(C(=O)Nn2cnnc2)c(Cl)c1,0.4,2,-7,-15,-26,10,-6,0.2,6

# A different layout for some results above.
CCOC(=O)NC(=O)/C(C#N)=C\Nc1ccc(Cl)cc1Cl
  TRHR ag: 0.2; D1 PAM: -6; TRHR enhancer: -3; D2 antag: 7; D1 antag: -14; RXFP1 antag: 9; D2 potentiator: -2; D2 ag: 0.0; D1 ag: 4

CC1(C)CC(=O)c2cc(-c3nc(-c4ccc(F)cc4)cs3)c(=O)[nH]c2C1
  TRHR ag: 1.1; D1 PAM: 1; TRHR enhancer: -2; D2 antag: .; D1 antag: -2; RXFP1 antag: -8; D2 potentiator: 14; D2 ag: 0.3; D1 ag: 1

CN(C(=O)c1cn2ccccc2n1)c1c(N)n(Cc2ccccc2)c(=O)[nH]c1=O
  TRHR ag: 0.0; D1 PAM: -6; TRHR enhancer: 6; D2 antag: -10; D1 antag: 0; RXFP1 antag: -1; D2 potentiator: 19; D2 ag: 0.9; D1 ag: 1

COc1ccc(NS(=O)(=O)c2cc(NC(=O)/C=C/c3cc(OC)c(OC)c(OC)c3)ccc2N2CCCCC2)cc1
  TRHR ag: 0.5; D1 PAM: 6; TRHR enhancer: -1; D2 antag: -6; D1 antag: 2; RXFP1 antag: -11; D2 potentiator: -3; D2 ag: 1.6; D1 ag: 3

# (cont.)
SMILES,TRHR ag,D1 PAM,TRHR enhancer,D2 antag,D1 antag,RXFP1 antag,D2 potentiator,D2 ag,D1 ag
Cc1ccc(Cl)cc1Nc1nc2ccccc2c2nncn12,-0.2,-3,10,.,9,-1,9,-0.2,-1
N#Cc1cccc(NC(=O)CSc2nnc(-c3n[nH]c4ccccc34)o2)c1,0.2,-8,0,3,-21,-1,14,-0.2,12
CCc1nc(N)c(C#N)c(-c2cccnc2)c1C,0.8,-3,-1,5,-2,6,-15,0.2,2
COc1ccc(N2CC(NC(=O)C(=O)c3c(C)[nH]c4ccccc34)CC2=O)cc1 (stereo not drawn),0.2,-3,-7,.,.,-17,-13,0.4,-1
O=C(Nc1ccccc1)N(Cc1cccnc1)Cc1ccco1,0.8,-2,-5,6,0,6,-12,0.1,2
CN(C)S(=O)(=O)c1ccc(C(=O)Nc2cccnc2)cc1,0.1,-1,2,-10,.,1,11,-0.2,3
O=C(COC(=O)Cc1c[nH]c2ccccc12)Nc1cccc2ccccc12,-0.3,-4,-3,11,9,12,-3,0.3,3
C=CCc1cccc(/C=N/NC(=O)CCC(=O)Nc2ccc(C)cc2)c1O,0.6,-6,-3,1,10,-15,-12,0.6,5
OC(CNCCc1ccc(C(F)(F)F)cc1)COc1ccc2ccccc2c1 (stereo not drawn),5.2,7,-1,12,10,-13,-16,6.8,106*
CCSC1(SCC)N=C(N)C2(C#N)C(c3ccccc3)NC(C)=C(C)C12C#N (stereo not drawn),0.0,-1,1,-21,4,3,12,1.5,4
Cc1ccc(S(=O)(=O)Nc2ccc(S(=O)(=O)Nc3nccs3)cc2)c([N+](=O)[O-])c1,-0.2,-2,58*,6,15,2,-4,-0.8,-1
COc1ccc(NC(=O)c2cnc(SCC(=O)Nc3nc4ccc(C)cc4s3)n(C)c2=O)cc1,0.2,3,7,.,.,-3,7,0.1,1
O=C(CSc1nnnn1C1CCCCC1)NCc1cccs1,-0.7,0,0,0,-3,3,-3,0.6,0
Cn1c(-c2ccccc2)cc2onc(-c3ccccc3)c2c1=O,0.7,-6,-1,2,5,.,-5,-1.2,13
C=CCn1c(O)c(/C=C2\C=NN=C2c2ccccc2)sc1=S,0.1,-9,1,-1,0,-5,1,0.3,2
O=C(Nc1cccc(S(=O)(=O)N2CCCCCC2)c1)C1=COCCO1,-0.1,-3,10,-1,-14,-6,-1,0.4,3
CC(C)CC(=O)NNC(=O)c1ccc(Cl)cc1,-0.3,-3,-1,11,10,4,11,1.1,-1
CCOC(=O)N1CCN(S(=O)(=O)CCNC(=O)c2ccccc2)CC1,0.4,-1,1,12,-26,23,-5,0.3,3
Cc1cccc(NC(=O)Nc2ccc(OCc3ccccc3)cc2)n1,0.3,-6,-8,3,3,3,-6,0.5,2
CCOC(=O)c1c(C)c(C)n(Cc2cccc(OC)c2OC)c1C,0.6,3,1,10,4,18,15,0.2,2
CN(CC(=O)Nc1ccc(F)cc1)C(=O)c1ccc(-c2ccc(Cl)cc2)o1,0.0,0,0,3,-14,-10,-3,-0.9,0
O=C(COc1cc(Cl)ccc1Cl)Nc1ccc2[nH]c(=O)[nH]c2c1,0.1,-1,-3,.,0,-17,.,.,3
COC(=O)C1CCN(S(=O)(=O)c2ccc(OC)cc2)CC1,0.5,-4,0,0,6,1,5,-0.4,4
O=C(CN1C=NS(=O)(=O)c2ccccc21)Nc1ccc(Br)cc1,0.1,-1,1,.,-6,-2,.,0.3,0

# A stretch of the results above, as a working copy:
SMILES,TRHR ag,D1 PAM,TRHR enhancer,D2 antag,D1 antag,RXFP1 antag,D2 potentiator,D2 ag,D1 ag
CN(Cc1cnccn1)Cc1ccccc1OCC(O)CN1CCc2ccccc2C1 (stereo not drawn),0.8,-10,-6,-20,-9,-11,5,0.7,4
CC(CN1CCCC1)OC(=O)c1ccc(Br)cc1 (stereo not drawn),-0.1,-5,-6,24,-1,-1,-9,0.8,1

# Other entries:
SMILES,TRHR ag,D1 PAM,TRHR enhancer,D2 antag,D1 antag,RXFP1 antag,D2 potentiator,D2 ag,D1 ag
O=c1c2ccccc2nc(-c2ccccc2)n1Cc1ccc(Cl)cc1,-0.2,-5,0,24,-5,-9,4,0.6,0
COC(=O)C1CCN(C(=O)C2CCC(=O)N(CCc3cccc(F)c3)C2)CC1 (stereo not drawn),0.9,-2,-13,.,-10,-12,.,.,0
Cc1cccc(N2CCN(c3nnnn3-c3ccccc3)CC2C)c1 (stereo not drawn),-0.5,-3,-12,.,4,5,.,.,0
CCC(CC)C(=O)Nc1ccc(Nc2ccccc2)cc1,0.9,-2,-6,-9,-18,-9,17,0.0,10
O=C(Nc1ccccc1)N1CCN2C(=O)c3ccccc3C12c1ccccc1 (stereo not drawn),0.1,-5,3,11,-1,4,4,0.4,0
COc1ccc(-c2cc(C(F)(F)F)nc(-n3cncn3)n2)cc1,-0.5,-2,5,3,-1,-3,-1,0.4,4
COC1CCCN(Cc2cn(C)nc2-c2ccc(Oc3ccccc3)cc2)C1 (stereo not drawn),0.1,-2,-4,0,-2,10,-9,0.6,2
COc1ccc(/C=C\C(=O)Oc2cccc(/C=N/NC(=O)Cc3ccc(OC)c(OC)c3)c2)cc1,0.0,-5,-7,1,1,-15,2,0.1,6
O=C(NCCCN1CCN(CCCNC(=O)c2ccccc2F)CC1)c1ccccc1F,0.2,-3,15,-5,-20,-14,-2,0.4,2
COc1ccc(-n2c(SCC(=O)Nc3cccc4ccccc34)nc(O)cc2=O)cc1,0.4,-4,0,-5,2,-66*,4,1.6,7
Cc1ccc(N)c(C(O)(C(F)(F)F)C(F)(F)F)c1,-0.9,.,9,-6,16,.,8,-0.8,1
Cc1ccc2c(CN3CCCCC3C)cc(=O)oc2c1C (stereo not drawn),-0.7,6,4,-10,13,1,2,0.1,2

# Arranged by molar mass (high to low): part of the list above.
SMILES,TRHR ag,D1 PAM,TRHR enhancer,D2 antag,D1 antag,RXFP1 antag,D2 potentiator,D2 ag,D1 ag
COc1ccc(/C=C\C(=O)Oc2cccc(/C=N/NC(=O)Cc3ccc(OC)c(OC)c3)c2)cc1,0.0,-5,-7,1,1,-15,2,0.1,6
Cc1cccc(N2CCN(c3nnnn3-c3ccccc3)CC2C)c1 (stereo not drawn),-0.5,-3,-12,.,4,5,.,.,0
COc1ccc(-c2cc(C(F)(F)F)nc(-n3cncn3)n2)cc1,-0.5,-2,5,3,-1,-3,-1,0.4,4
CCC(CC)C(=O)Nc1ccc(Nc2ccccc2)cc1,0.9,-2,-6,-9,-18,-9,17,0.0,10

# Remaining list, next part.
SMILES,TRHR ag,D1 PAM,TRHR enhancer,D2 antag,D1 antag,RXFP1 antag,D2 potentiator,D2 ag,D1 ag
Nc1nc(N2CCOCC2)cc(=O)[nH]1,1.0,-2,1,6,8,-3,-4,-1.1,10
Cc1ccc(S(=O)(=O)N2CCOCC2)cc1NC(=O)COC(=O)c1ccc2c(c1)OCO2,-1.0,-4,0,9,-2,7,-1,3.4,3
O=C(O)C1=C(C(=O)Nc2cccc(C(F)(F)F)c2)CCCC1,-0.3,-1,3,0,-1,-3,.,-0.9,2
CCC1(c2ccccc2)NC(=O)N(CC(=O)Nc2cc(S(=O)(=O)N3CCCCCC3)ccc2OC)C1=O (stereo not drawn),1.3,-10,-1,.,-4,-4,.,.,16
CCCCCN1CSC(=S)N(Cc2ccccc2)C1,0.1,1,1,12,-16,-5,17,-0.2,1
CCC(C)(C)NC(=O)CSc1nc(Cc2ccccc2)nc2ccccc12,-0.5,1,0,9,-22,3,-8,-0.8,16
O=C(NCC1CCCO1)c1cc2ccccc2o1 (stereo not drawn),0.2,2,8,-10,-5,6,10,-1.0,2
COC(=O)c1ccc(COC(=O)CNC(=O)c2cccc(OC)c2)o1,0.0,3,4,-4,-12,-7,19,0.1,0
C/C=C(/C)C(=O)O[C@@H]1[C@H](OC(C)=O)c2c(ccc3ccc(=O)oc23)OC1(C)C,0.0,-5,6,3,11,.,5,-1.1,-2
CCc1nnc2c(N3CCN(c4cccc(C)c4)C(C)C3)nc3ccccc3n12 (stereo not drawn),-0.6,2,-1,.,2,-13,1,0.0,7

# Compound activity: PubChem, National Center for Advancing Translational Sciences (NCATS)
